Screening results as filed in PubChem BioAssay.
Anesthetic bind – binds horse apoferritin like a general anesthetic; P02791; apoferritin/1-aminoanthracene competitive binding, fluorescence; Potency, µM (top dose mostly 77.5 µM), without a hit: at the highest dose activity change, negative = displacement, actives largely listed as inhibitors; 350,000 compounds, 0.074% hits; note: % is set by controls: 0 for no effect and ±100 for the full control effect; nearly all actives have a fitted effect of over 20% in size
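Horse-spleen apoferritin (10 uM) in 50% saturated 1-aminoanthracene in PBS was incubated 10 min at room temperature with compound. Fluorescence (ex 380, em 535 nm) was normalized to free and bound 1-AMA, with concentration-response fitted by a four-parameter Hill equation.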
BLM inh – inhibitors of human Bloom syndrome helicase BLM; P54132; recombinant BLM DNA unwinding, fluorescence dequenching; Potency, µM (doses to about 56.1 µM), for inactives: top-dose activity change, negative = inhibition, usual class: inhibitors; 350,000 compounds, 0.2% hits; AID 2528;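 note: plate controls were vehicle for no effect and no enzyme for full effect; nearly all actives have a fitted effect of over 35% in size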
APEX1 inh – APE1 (human) endonuclease inhibition. 350,000 compounds, 0.35% hits. Potency, µM (highest dose often 65.8 µM), for the others: top-dose activity change, negative = inhibition, most hits filed as inhibitors. P27695. recombinant APE1, TAMRA/BHQ-2 abasic DNA cleavage fluorescence;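 note: plate controls were vehicle for no effect and reference inhibitor for full effect; nearly all actives have a fitted effect of over 55% in size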
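0.75 nM APE1 + cpd, 15 min RT; start w/ 50 nM TAMRA/BHQ-2 THF-abasic dsDNA; kinetic fluor 525/598 nm ×3 reads @60 s; Δ(read3−read1); normalized to DMSO and NSC13755 control wells.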
POLH inh – blocks human DNA polymerase eta activity; recombinant Pol eta, fluorescent DNA replication assay; 390,000 compounds, 1.2% hits; Potency, µM (titrated, usually from 114 µM), for inactives: top-dose activity change, negative = inhibition, actives largely listed as inhibitors; Q9Y253; AID 588591; note: % is set by controls: 0 for no effect and ±100 for the full control effect
Target sequence (Q9Y253 whole entry, looked up): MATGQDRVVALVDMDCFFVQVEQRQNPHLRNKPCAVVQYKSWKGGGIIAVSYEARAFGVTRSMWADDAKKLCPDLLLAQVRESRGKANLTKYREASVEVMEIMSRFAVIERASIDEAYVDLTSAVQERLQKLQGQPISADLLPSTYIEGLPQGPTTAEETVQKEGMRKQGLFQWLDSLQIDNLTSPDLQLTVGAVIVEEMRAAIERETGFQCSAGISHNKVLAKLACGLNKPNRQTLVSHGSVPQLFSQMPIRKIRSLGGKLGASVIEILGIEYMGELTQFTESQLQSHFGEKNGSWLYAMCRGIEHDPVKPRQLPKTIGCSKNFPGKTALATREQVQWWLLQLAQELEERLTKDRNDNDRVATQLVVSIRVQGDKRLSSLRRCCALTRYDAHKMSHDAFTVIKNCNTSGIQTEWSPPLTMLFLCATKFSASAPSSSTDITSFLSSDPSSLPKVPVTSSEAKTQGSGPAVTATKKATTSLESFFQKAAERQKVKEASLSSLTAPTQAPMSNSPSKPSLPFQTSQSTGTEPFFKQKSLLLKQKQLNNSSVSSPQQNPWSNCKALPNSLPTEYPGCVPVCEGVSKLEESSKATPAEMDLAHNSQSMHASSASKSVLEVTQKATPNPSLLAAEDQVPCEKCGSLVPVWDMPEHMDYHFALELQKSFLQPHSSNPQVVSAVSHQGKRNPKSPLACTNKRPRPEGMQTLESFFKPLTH
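Fluorescent replication assay: 50 nM final substrate added after a 15 min room-temperature compound preincubation with 10 nM enzyme. Signal taken at 0 min and again at 10 min.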
Pol iota inh – inhibitors of human DNA polymerase iota. Pol iota fluorescent replication assay, 10 min. Potency, µM (highest dose often 115 µM), inactives show top-dose activity, negative = inhibition, most hits filed as inhibitors. 390,000 compounds, 1% hits
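Fluorescent replication assay read twice, at 0 min and 10 min after adding 50 nM (final) substrate. Enzyme (10 nM) and compounds were first incubated 15 min at room temperature; enzyme-free buffer wells were negative controls.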
POLB inh – inhibitors of human DNA polymerase beta; P06746; Pol beta primer extension/strand displacement, fluorescence kinetic; Potency, µM (titrated, usually from 114 µM), for the others: at the top dose activity change, negative = inhibition, most hits filed as inhibitors; 340,000 compounds, 1.3% hits; note: % is set by controls: 0 for no effect and ±100 for the full control effect
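10 nM enzyme + cpd, 15 min RT; start with substrate 50 nM final; read 0 min and after 10 min RT. Corrected, normalized data; 4-parameter Hill curve fit.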
BAZ2B inh – blocks human BAZ2B; Q9UIF8; AlphaScreen BAZ2B-H3K14Ac peptide displacement; Potency, µM (top dose mostly 114 µM), without a hit: at the top dose activity change, negative = inhibition, most hits filed as inhibitors; 360,000 compounds, 4.4% hits; AID 504333; note: % is set by controls: 0 for no effect and ±100 for the full control effect; nearly all actives have a fitted effect of over 60% in size
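AlphaScreen luminescence quantifies BAZ2B engagement of H3K14Ac peptide; the protein and biotinylated peptide are both at 50 nM final, buffer PBS pH 7.4 with 0.01% Tween-20, all steps at room temperature.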
POLK inh – DNA polymerase kappa (human) inhibition | Q9UBT6 | purified Pol kappa, fluorescent DNA synthesis assay, 10 min | AID 588579 | 400,000 compounds, 0.53% hits | Potency, µM (highest dose often 107 µM), for inactives: top-dose activity, negative = inhibition, hits mostly inhibitors; note: % is set by controls: 0 for no effect and ±100 for the full control effect
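Fluorescent qHTS in 1536-well format: enzyme (10 nM) and compound sat 15 min at room temperature before 50 nM substrate (final) was added. Signal taken at 0 and 10 min; no-enzyme buffer wells were negative controls.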
G9a inh – G9a (human) methyltransferase inhibition; AID 504332; 350,000 compounds, 8.8% hits; G9a H3K9 monomethylation, AlphaScreen, 2 h; Potency, µM (titrated, usually from 102 µM), for inactives: at the top dose activity, negative = inhibition, hits mostly inhibitors; note: % is set by controls: 0 for no effect and ±100 for the full control effect; nearly all actives have a fitted effect of over 75% in size
Target sequence (Q96KQ7 913-1193 limits assumed): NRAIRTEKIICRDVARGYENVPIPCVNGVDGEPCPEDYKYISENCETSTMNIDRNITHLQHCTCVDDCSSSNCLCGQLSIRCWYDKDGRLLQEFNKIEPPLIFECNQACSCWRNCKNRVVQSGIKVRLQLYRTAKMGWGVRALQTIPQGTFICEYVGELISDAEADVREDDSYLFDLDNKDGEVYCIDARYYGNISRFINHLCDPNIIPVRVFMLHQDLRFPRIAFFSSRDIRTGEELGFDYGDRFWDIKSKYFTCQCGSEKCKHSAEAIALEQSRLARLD
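G9a (20 nM) was preincubated 15 min with compound, then reacted 2 h at room temperature with 500 nM biotin-H3K9 peptide and 20 µM SAM. Monomethyl-H3K9 detected by AlphaScreen using anti-H3K9me1 antibody.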
Active calls of the source: *; ? = inconclusive; / = no result given; & = joins results of further samples; [ ] = dose if it differs, or a comment. Calls come from the whole dose curve; as a rule, active = well fitted curve in the direction sought with a large enough effect; inconclusive = small, poorly fitted or top-dose-only effect, or another doubt; inactive = no such curve, though single readings can be large; an effect the other way counts as inactive or inconclusive. Potency is the fitted concentration of half-maximal effect.

cpd	SMILES	Anesthetic bind	BLM inh	APEX1 inh	POLH inh	Pol iota inh	POLB inh	BAZ2B inh	POLK inh	G9a inh
1	COc1ccccc1CN1C[C@@H]2C[C@@H](c3ccc4nsnc4c3)N3CCC[C@@]23C1=O	-13%	-5%	-5%	-7%	19%	-5%	-14%	-2%	/
2	CC1CCN(C(=S)c2cn(Cc3ccccc3F)c3ccccc23)CC1	-17%	-10%	-5%	-6%	?	9%	?	-8%	-8%[59 µM]
3	CCc1ccc(CN2CCC(CO)(CC3CCCCO3)CC2)o1 (stereo not drawn)	-7%	-1%	3%	-11%	2%	-1%	-17%	4%	?
4	CN(C)/C=C/C(=O)c1ccc(Cl)cc1	?	-26%	-2%	-1%	14%	-8%	-2%	-3%	7%
5	Cc1ccc(S(=O)(=O)c2cc3ccccc3oc2=Nc2ccc3c(c2)OCO3)cc1	-9%	-4%	10%	-1%	4%	29%	?	-5%	?
6	CN1CCN(C(=O)C2=C[C@@H](c3csc4ccccc34)C[C@@H](OCCCCO)O2)CC1	-14%	-2%	3%	0%	4%	2%	-21%	3%	/
7	COc1cc(/C=C(\NC(=O)c2cc(OC)c(OC)c(OC)c2)C(=O)NC(C(=O)O)c2ccccc2)cc(OC)c1OC (stereo not drawn)	0%	1%	48%[activator]	-7%	7%	1%	-21%	-2%	?
8	O=C(Nc1cc(F)ccc1F)C1CCCN1S(=O)(=O)c1cccc2nsnc12 (stereo not drawn)	-1%	1%	20%	-10%	-19%	0%	-18%	-4%	15%
9	CC(=O)c1ccc(Oc2cc(C)nc(N3CCOCC3)n2)cc1	-7%	-2%	0%	-12%	-2%	87%	2%	-2%	17%[59 µM]
10	O=C(Nc1cccnc1)c1c(F)c(F)c(F)c(F)c1F	2%	0%	-2%	-19%	41%[activator]	5%	7%	4%	-1%[59 µM]
11	O=C1/C(=C/c2ccc(Cl)cc2)SC(=S)N1CCC(=O)N1CCCCC1CCO (stereo not drawn)	-22%	-2%	-7%	-11%	13%	?	?	-16%	-26%
12	COc1cc(C2C(C#N)=C(N)Oc3cc(N(C)C)ccc32)cc2c1OCO2 (stereo not drawn)	-20%	-9%	-3%	-20%	-19%	-9%	45µM*	-6%	?
13	CC(C)CCn1c(=O)[nH]c2ccccc21	5%	-5%	1%	0%	62%[activator]	0%	-2%	4%	1%
14	O=C(COc1ccc2ccccc2c1)Nc1ccc2c3c(cccc13)CC2	-4%	-4%	24%	3%	?	28%	13%	-20%	9%[59 µM]
15	O=C(NC12CC3CC(CC(C3)C1)C2)c1ccc(S(=O)(=O)N2CCOCC2)cc1	-7%	-4%	21%	-12%	12%	59%	4%	2%	7%[59 µM]
16	CCOC(=O)COn1c(=O)c(=O)n(O)c2ccccc21	-17%	-9%	16%	?	22%	12%	-5%	-9%	45µM*
17	COc1ccc(CCN(/C=C2\Sc3ccccc3C2=O)C(C)=O)cc1OC	-10%	-4%	-2%	1%	30%	-11%	-10%	-25%	5%
18	CCOc1ccc(/C=N/N2C(C)CCCC2C)cc1OC (stereo not drawn)	?	-2%	31%	9%	13%	10%	-20%	-17%	-8%
19	Cn1c(=O)n(C)c2cc(N3CCOCC3)c(NS(=O)(=O)c3ccc(Br)cc3)cc21	-4%	5%	/	0%	5%	12%	50µM*	19%	?
20	C=CCSc1nc(C)c(CCC(C)C)c(=O)[nH]1	-14%	-4%	?	-23%	47%[activator]	-2%	2%	2%	-4%

Copied from above, compounds 14 to 18
cpd	SMILES	Anesthetic bind	BLM inh	APEX1 inh	POLH inh	Pol iota inh	POLB inh	BAZ2B inh	POLK inh	G9a inh
14	O=C(COc1ccc2ccccc2c1)Nc1ccc2c3c(cccc13)CC2	-4%	-4%	24%	3%	?	28%	13%	-20%	9%[59 µM]
15	O=C(NC12CC3CC(CC(C3)C1)C2)c1ccc(S(=O)(=O)N2CCOCC2)cc1	-7%	-4%	21%	-12%	12%	59%	4%	2%	7%[59 µM]
16	CCOC(=O)COn1c(=O)c(=O)n(O)c2ccccc21	-17%	-9%	16%	?	22%	12%	-5%	-9%	45µM*
17	COc1ccc(CCN(/C=C2\Sc3ccccc3C2=O)C(C)=O)cc1OC	-10%	-4%	-2%	1%	30%	-11%	-10%	-25%	5%
18	CCOc1ccc(/C=N/N2C(C)CCCC2C)cc1OC (stereo not drawn)	?	-2%	31%	9%	13%	10%	-20%	-17%	-8%

Carrying on.
cpd	SMILES	Anesthetic bind	BLM inh	APEX1 inh	POLH inh	Pol iota inh	POLB inh	BAZ2B inh	POLK inh	G9a inh
21	O=C1c2ccccc2-c2onc3ccc(Oc4ccccc4)c1c23	-20%	-7%	-8%	?	?	?	?	-1%	8.9µM*
22	CCn1cc(C(=O)O)c(=O)c2cnc(N3CCN(C(=S)NC(=O)c4ccccc4)CC3)nc21	-15%	0%	-3%	-12%	14%	-24%	-36%	14%	/
23	CN1CCCN(S(=O)(=O)c2ccc(O)c(C(=O)O)c2)CC1	10%	0%	-28%	?	?	?	-12%	-15%	79µM*
24	CCOC(=O)C1=C(C)NC(C)=C(C(=O)OCC)C1c1ccccn1	2%	1%	2%	-17%&-11%	-2%	18%	-2%	-3%	5%
25	N/C(=N\OC(=O)COc1ccc(Cl)cc1Br)c1ccncc1	?	-8%	-1%	-28%	51%[activator]	2%	-10%	7%	6%
26	Cc1ccc(-c2cc(C(=O)NCCc3ccc(S(N)(=O)=O)cc3)c3ccccc3n2)cc1	-18%	-2%	1%	3%	-8%	-1%	-12%	-8%	-3%
27	CCOc1ccccc1OCC(=O)NCCc1ccc(S(N)(=O)=O)cc1	0%	0%	7%	2%	-2%	1%	-12%	-14%	-4%
28	CN(C)c1ccc(/C=C/C(=O)c2cccc(Br)c2)cc1	-14%	-16%	-10%	-18%	79µM*	?	63%[activator]	?	142%[activator]
29	COc1cc(C)ccc1OCc1cc(C(=O)N2CCN(C3CCCCC3)CC2)no1	-22%	-1%	63%	-1%	11%	-6%	-27%	-11%	9%
30	COCCNS(=O)(=O)c1cc(OC)c(Cl)cc1Cl	2%	0%	10%	/	/	?	11%	/	9%[59 µM]
31	O=C(COc1ccccc1F)NC12CC3CC(CC(C3)C1)C2	-22%	-7%	4%	26%	11%	2%	0%	-9%	56%[activator]
32	COc1ccccc1NC(=O)CCCNC(=O)Cn1cnc2sc(C)c(C)c2c1=O	-2%	-8%	7%	-15%	134%[activator]	24%	11%	-17%	18%
33	COc1ccccc1N1CCN(CCn2c(=O)c3c(c4ccccc4n3C)n(C)c2=O)CC1	-2%&56%	/	-2%&2%	/	/	/	/	6%&5%[19.4 µM]	36%[59 µM]
34	O=C(CSc1nc2ccccc2nc1Cc1ccc(Cl)cc1)NCCc1ccccc1	19%	-3%	/	0%	-21%	-29%	-6%	-6%[60.1 µM]	-9%[59 µM]
35	Nc1cc(N)nc(SCC(=O)NNC(=O)Cc2ccccc2)n1	-3%	-4%	0%	-22%	134%[activator]	?	-6%	-4%	10%
36	CN(C(=O)CSc1nnc(COc2ccccc2)o1)c1ccccc1	49%[activator]	-3%	/	-7%	12%	8%	79µM*	-14%	-23%[59 µM]
37	COCCn1c(=N)c(C(=O)NC(C)c2ccccc2)cc2c(=O)n3cc(C)ccc3nc21 (stereo not drawn)	25%	2%	/	-23%	14%	-1%	-1%	-7%	5%[59 µM]
38	COc1ccc(-c2cc3nc(C)cc(N)n3n2)cc1	-12%	1%	-1%	-20%	41%[activator]	0%	2%	-7%	1%[12.7 µM]
39	COc1ccccc1NC(=O)CCn1cccc1	-14%	0%	3%	-3%	-2%	14%	?	3%	-1%[59 µM]
40	CC(C)(C)C(=O)N1CCN(c2ncccc2C(F)(F)F)CC1	-15%	-2%	0%	-10%	24%	2%	-1%	17%	22%

More entries follow.
cpd	SMILES	Anesthetic bind	BLM inh	APEX1 inh	POLH inh	Pol iota inh	POLB inh	BAZ2B inh	POLK inh	G9a inh
41	Cc1[nH]c2ccccc2c1C(=O)CN1CCSCC1	-17%	2%	1%	-1%	5%	3%	-33%	-5%	?
42	Cc1cc(C(=O)CSc2nc(N)cc(=O)[nH]2)c(C)n1Cc1ccco1	2%	-10%	-1%	?	?	?	-38%	-9%	33%[12.7 µM]
43	COc1ccccc1NS(=O)(=O)c1cccc(C(=O)OCc2nc3ccccc3s2)c1	4%	-3%	-1%	-18%	-23%	0%	12%	-15%	9%[59 µM]
44	O=C1CSC(c2ccc([N+](=O)[O-])cc2)N1Cc1ccccc1 (stereo not drawn)	-18%	-2%	-1%	-12%	7%	?	-32%	13%	-7%
45	OC(CNCc1ccccc1)(c1ccccc1)c1ccccc1	-9%	-5%	8%	-21%	-6%	6%	13%	-5%	23%
46	COc1ccc(C2=NN(C(=O)CCCC(=O)O)C(c3cccs3)C2)cc1OC (stereo not drawn)	-7%	1%	-2%	-16%	45%[activator]	32%	-18%	-16%	-1%
47	O=C(CSc1nnc(C2CC2)n1Cc1ccccc1)N1CCNC1=O	/	/	38%	-21%	27%	/	/	4%	/
48	O=C(COC(=O)CC1CCS(=O)(=O)C1)Nc1ccc(F)cc1 (stereo not drawn)	/	/	-4%	-10%	-4%	/	/	8%	/
49	CS(=O)(=O)c1cccc(C(=O)NCc2ccccc2)c1	-2%	-3%	0%	2%	3%	12%	10%	-3%	-1%[12.7 µM]
50	CC(C)C[C@H](NC(=O)OC(C)(C)C)C(=O)N/N=C/C1=Cc2ccccc2OC1C (stereo partly drawn)	479%[activator]	-12%	-7%	-6%	?	-26%	-1%	-24%	40%[59 µM]
51	CC1=C(C(=O)Nc2ccccn2)C(c2ccccc2Cl)NC(=S)N1 (stereo not drawn)	1%	0%	2%	-3%	12%	1%	-21%	-2%[60.1 µM]	-14%
52	O=C(CSc1nnc(NC(=O)C2CC2)s1)Nc1ccccc1	2%	0%	17%	0%	109%[activator]	13%	2%	-3%	19%
53	Cc1ccc2cccc(OCC(=O)Nc3ccc4c(c3)OCO4)c2n1	-8%	1%	-7%	-4%	163%[activator]	11%	-20%	-4%	-28%
54	CCc1ccc(-c2csc3[n+]2CCN3C(C)=O)cc1	-24%	-4%	-4%	-9%	?	15%	?	-3%	11µM*
55	Cc1ccc(Cl)c(OCCN2CCc3ccccc3C2)c1	-16%	-8%	-20%	-14%	-12%	?	5%	-10%	/

These rows are one share of the data (hit frequency here may not be typical).
